FBW7 act – FBW7 E3 ligase activators, primary screen, biochemical, AlphaScreen, human. AID 1259310, 2017. AlphaScreen FBW7–phospho-cyclin E peptide binding, activator screen. normalized activity (activation), % at 26.1 µM. 650,000 compounds, 0.13% hits; in the data active = normalized activity above about 1.9%;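 note: purified mutant Fbw7 with reduced substrate affinity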
Target sequence (Q969H0 whole entry, looked up): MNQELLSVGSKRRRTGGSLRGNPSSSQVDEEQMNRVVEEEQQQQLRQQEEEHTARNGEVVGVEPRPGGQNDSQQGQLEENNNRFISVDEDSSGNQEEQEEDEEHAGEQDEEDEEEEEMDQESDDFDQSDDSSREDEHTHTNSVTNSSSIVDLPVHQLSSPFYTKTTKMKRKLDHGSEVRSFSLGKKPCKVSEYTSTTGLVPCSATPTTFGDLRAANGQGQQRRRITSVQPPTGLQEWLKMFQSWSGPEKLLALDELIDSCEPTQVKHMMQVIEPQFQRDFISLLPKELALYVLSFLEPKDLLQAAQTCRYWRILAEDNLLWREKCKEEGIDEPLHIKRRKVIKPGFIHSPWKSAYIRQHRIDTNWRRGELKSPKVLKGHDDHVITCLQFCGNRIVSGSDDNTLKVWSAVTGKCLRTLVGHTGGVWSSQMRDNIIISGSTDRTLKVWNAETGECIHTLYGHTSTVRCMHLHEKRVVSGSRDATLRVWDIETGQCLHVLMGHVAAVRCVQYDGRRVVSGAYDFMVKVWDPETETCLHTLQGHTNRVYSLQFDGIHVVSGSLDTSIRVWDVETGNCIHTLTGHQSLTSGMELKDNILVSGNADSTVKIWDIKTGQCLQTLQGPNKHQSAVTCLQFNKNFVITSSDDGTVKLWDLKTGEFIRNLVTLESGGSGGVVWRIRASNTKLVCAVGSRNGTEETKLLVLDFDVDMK
MITF inh – MITF inhibitors, primary screen, biochemical, AlphaScreen, human | inhibition, % at 2.6 µM | AlphaScreen MITF homodimerization, bead proximity signal | AID 1259374, 2018 | Microphthalmia-associated transcription factor (Homo sapiens), O75030 | 650,000 compounds, 0.91% hits; in the data active = inhibition above about 50%;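 note: 0% = vehicle wells with protein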
GPR151 ag – activators of human GPR151, primary screen, cell-based, PathHunter beta-arrestin, luminescence | G-protein coupled receptor 151 (Homo sapiens), Q8TDV0 | activation, % at 11.2 µM | PathHunter beta-arrestin GPR151 cells | AID 1508602, 2020 | 650,000 compounds, 1% hits; in the data active = activation above about 4.9%;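 note: 0% = median of compound wells and 100% = cells with positive control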
Target sequence (Q8TDV0 whole entry, looked up): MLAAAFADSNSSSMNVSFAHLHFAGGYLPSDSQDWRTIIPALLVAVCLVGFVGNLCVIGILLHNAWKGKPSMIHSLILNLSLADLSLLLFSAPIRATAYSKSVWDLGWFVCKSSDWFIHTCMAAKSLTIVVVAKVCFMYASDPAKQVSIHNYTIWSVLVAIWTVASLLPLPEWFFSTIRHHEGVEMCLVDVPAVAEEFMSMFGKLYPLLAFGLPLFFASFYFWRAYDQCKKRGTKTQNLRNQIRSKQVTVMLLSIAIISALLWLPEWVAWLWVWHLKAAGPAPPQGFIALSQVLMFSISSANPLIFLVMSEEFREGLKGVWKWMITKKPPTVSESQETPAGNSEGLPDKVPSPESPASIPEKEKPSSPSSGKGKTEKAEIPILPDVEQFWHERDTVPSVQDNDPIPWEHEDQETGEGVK
TEAD-YAP inh – TEAD-YAP interaction inhibition, primary screen, TEAD-YAP interaction inhibitor project, luminescence, HEK-TIYL cells | TEAD-Gal4/YAP UAS-luciferase luminescence | AID 1259422, 2018 | 640,000 compounds, 1.4% hits | inhibition, % at 9.12 µM; in the data active = inhibition above about 32%;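 note: 0% = median of test compound wells and 100% = reference inhibitor wells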
* hit, by the source's call; x = no result given. Random draw from the library. About 3.4% of those tested had a hit in this group.

Below each SMILES: FBW7 act | MITF inh | GPR151 ag | TEAD-YAP inh
[1] CCOC(=O)c1cccc(NC(=O)CCc2nnc3ccc(N4CCCC4)nn23)c1
  -0.1 | 5 | 0.6 | 4
[2] COc1ccc(/C=C2/NC(=S)NC2=O)cc1O
  0.1 | 12 | -0.9 | 40*
[3] Cc1ccc(OCC(=O)Nc2ccc(Cl)cn2)c(Br)c1
  0.0 | -6 | -1.9 | 40*
[4] O=C1c2ccc(Oc3ccc([N+](=O)[O-])cc3[N+](=O)[O-])cc2C(=O)N1c1ccccc1
  -0.1 | -2 | 0.0 | -5
[5] CC(=O)C1=C(O)C(=O)N(CC(=O)O)C1c1ccc(F)cc1 (stereo not drawn)
  0.5 | 12 | -0.6 | 1
[6] Cc1cc(C)cc(NC(=O)COC(=O)c2cccnc2)c1
  -0.1 | 8 | 0.1 | -4
[7] Cc1ccc(S(=O)(=O)N2CC3CCC2C3)cc1 (stereo not drawn)
  0.0 | 3 | -0.3 | 6
[8] CCOC(=O)c1ccc(NC(=O)CSc2nnc(NC(=O)c3ccco3)s2)cc1
  0.0 | 0 | -0.1 | -12
[9] CC(C(=O)Nc1cccc(C(F)(F)F)c1)N1C(=O)NC2(CCCCC2)C1=O (stereo not drawn)
  0.0 | -10 | -0.5 | 4
[10] CCCC(=O)N1c2cc(C)c(C)cc2C2=C(SC(C(=O)OC)=C(C(=O)OC)C23SC(C(=O)OC)=C(C(=O)OC)S3)C1(C)C
  -0.1 | 1 | 0.9 | 1
[11] CCOc1cccc2c1OC1(C)C(C(=O)Nc3ccc(C)cc3C)C2NC(=S)N1c1cccc(Br)c1 (stereo not drawn)
  -0.1 | 12 | -0.1 | 0
[12] CCOC(=O)c1c(NC(=O)C(F)(F)F)sc2c1CCC(C)C2 (stereo not drawn)
  0.1 | 7 | -1.8 | -1
[13] Nc1nnc(SCC(=O)Nc2sc3c(c2C(=O)c2ccccc2)CCCC3)s1
  -0.2 | -6 | 4.0 | 4
[14] COc1ccc(C2C(C#N)=C(N)Oc3n[nH]c(C)c32)cc1OCc1ccccc1 (stereo not drawn)
  0.2 | 12 | 0.2 | 4
[15] O=C(COc1ccccc1)N/N=C\c1ccc(O)cc1
  2.1* | 14 | -1.3 | 7
[16] CCOc1ccc(NC(=O)CN(C)S(=O)(=O)c2cc(Cl)ccc2Cl)cc1
  0.8 | -9 | -1.5 | -8
[17] CCc1ccc(-c2ccc(C(=O)Oc3ccc(-c4ccccc4)cc3)cc2)nc1
  -0.1 | -7 | -1.5 | 3
[18] COc1ccccc1C1C=C(c2ccc(C)c(C)c2)Nc2nnnn21 (stereo not drawn)
  0.0 | 4 | -0.9 | -11
[19] COc1ccccc1NC(=O)CSCC(=O)Nc1ccccc1
  -0.2 | 21 | -0.7 | 7
[20] CC(=O)Nc1ccc(-c2nc3cc4ccccc4cc3[nH]2)cc1
  0.1 | 5 | -0.1 | -87
[21] CCCNC(=O)c1cc(-c2ccc(OC)cc2)n(CCCOC)c1C
  -0.1 | 12 | 0.8 | -8
[22] COc1cc2c(cc1OC)C(=NCCC(=O)O)NC(C)(C)C2
  -0.1 | -8 | 1.3 | -6
[23] COc1cc(NC(=O)c2cccc(-c3csc4ccccc34)c2)cc(OC)c1OC
  0.6 | 11 | 1.1 | 11
[24] CCN(c1ccc(C)c(C)c1)S(=O)(=O)c1ccc2c(c1)oc(=O)n2C
  0.0 | 6 | -0.5 | 16
[25] O=C(CSc1nc(-c2ccc(Cl)cc2)cn1-c1ccccc1F)c1cccs1
  0.0 | -9 | 0.1 | -6
[26] CNC(=O)COC(=O)c1ccc(Cl)c(Cl)c1
  0.1 | 3 | 1.7 | 1
[27] O=C(NCc1ccccn1)c1csc2ccccc12
  -0.6 | -5 | -2.3 | -42
[28] O=C(CSc1nc2ccccc2c(=O)n1CC1CCC(C(=O)NCCc2ccccc2)CC1)c1ccc(O)c(O)c1 (stereo not drawn)
  0.3 | 12 | -0.1 | 12
[29] CCCCS/C(N)=N/N=C/c1cccc(C(=O)O)c1O
  -0.1 | -5 | -1.2 | -12
[30] CN(C)CCN1C(=O)C(=O)/C(=C(\O)c2ccc(S(=O)(=O)N(C)C)cc2)C1c1ccc(C(C)(C)C)cc1 (stereo not drawn)
  0.1 | 14 | -1.0 | -11
[31] CCOc1ccc(-n2c(=S)sc3c(=O)n(-c4ccccc4C)c(=S)[nH]c32)cc1
  -0.5 | 36 | 2.0 | -8
[32] CCCCSc1nnc2c(n1)OC(c1ccccc1F)Nc1ccccc1-2 (stereo not drawn)
  -0.2 | -9 | 0.5 | -13
[33] CN1C(=O)C(O)(CC(=O)c2ccc(Br)cc2)c2ccccc21 (stereo not drawn)
  -0.3 | -1 | -0.9 | 7
[34] O=C(NCCCc1ccncc1)C1CC12CCN(C(=O)C1=CCCC1)CC2 (stereo not drawn)
  0.1 | -3 | 0.0 | 10
[35] CCN(c1ccccc1)S(=O)(=O)c1ccc(N2CCCC2)nc1
  0.0 | -1 | -0.9 | 4
[36] Cc1cccnc1NC(=O)CCS(=O)(=O)c1ccc2c(c1)OCC(=O)N2
  -0.1 | 0 | 1.8 | -4
[37] COCCn1c(C2COc3ccccc3O2)nc2ccc(-c3cn[nH]c3)cc21 (stereo not drawn)
  -0.1 | 5 | -0.5 | 0
[38] CC(=O)c1ccc(-c2ccc(C(=O)NCc3cccnc3)c(NCc3cccnc3)n2)s1
  1.4 | -6 | -1.4 | -9
[39] O=C(NCCN1CCOCC1)c1csc(NCc2ccc3c(c2)OCO3)n1
  -0.1 | 7 | -2.4 | 1
[40] COc1ccc(CCc2nnc(CCC(=O)N(C)C(C)c3ccc(OC)cc3)o2)cc1 (stereo not drawn)
  0.2 | 20 | -0.8 | -9
[41] COc1ccc(N2CC(NC(=O)N3CCN(CCO)CC3)CC2=O)cc1OC (stereo not drawn)
  -0.1 | -4 | -0.7 | 1
[42] Cc1cccc(CN[C@H]2C[C@H]3C(=O)N[C@H](CC(C)C)C(=O)N3C2)c1
  -0.1 | 1 | 0.5 | 2
[43] O=C(Nc1c2c(nn1-c1cccc(Cl)c1)CS(=O)(=O)C2)c1ccccc1C(F)(F)F
  0.4 | 17 | -1.1 | 8
[44] O=C(Nc1ncn[nH]1)c1ccc2c(c1)OCCO2
  -0.7 | 9 | -1.1 | -1
[45] O=C(COC(=O)C1CCCN1C(=O)Oc1ccccc1)c1ccc([N+](=O)[O-])cc1 (stereo not drawn)
  -0.1 | 27 | -1.1 | 8
[46] O=C(CNCCCO)Nc1cccc2ccccc12
  0.3 | 24 | -0.2 | 6
[47] Cc1cc(C)nc(SCC(=O)N2CCc3ccccc32)n1
  0.0 | 14 | -0.9 | -36
[48] COC(=O)C1=C(C)N(Cc2ccccc2)[C@]23O[C@](C(=O)OC)(C(=O)N2[C@@H]1c1ccccc1)[C@@H](C(=O)OC)[C@H]3C(=O)OC
  0.2 | 3 | -2.4 | x
[49] Cc1ccc(-c2nn(-c3ccccc3)cc2C2CC(c3ccc(Br)cc3)=NN2C(=O)CCC(=O)O)cc1 (stereo not drawn)
  0.1 | 3 | -0.4 | 2
[50] COc1ccc(-c2nn(-c3ccccc3)cc2C(=O)Nn2cnnc2)cc1[N+](=O)[O-]
  0.0 | 22 | -0.4 | 9
[51] COC(=O)COc1ccc(C(=O)CSc2nc3cc(OC)ccc3n2C)cc1
  0.1 | -14 | -0.8 | -11
[52] CC1(C)CC(=O)c2c(oc3ccc(NS(=O)(=O)c4ccc(Br)cc4)cc23)C1
  -0.1 | 5 | 0.8 | 8
[53] Cc1ncoc1C(=O)N1CCCC(CCC(=O)NCc2ccc(F)c(F)c2)C1 (stereo not drawn)
  -0.1 | -10 | -1.1 | -4
[54] CCc1cc(=O)oc2cc(OCC(=O)C(C)(C)C)ccc12
  0.0 | 7 | 1.1 | 3
[55] Cc1ccc(CSc2nnc(-c3ccncc3)n2CC2CCCO2)cc1 (stereo not drawn)
  0.0 | 8 | -0.3 | 1
[56] CCCCN(C)c1c(N2CCN(C(=O)OCC)CC2)c(=O)c1=O
  0.0 | 5 | 2.3 | -5
[57] CCCNC(=O)c1csc(Br)n1
  -0.1 | -6 | -1.3 | -5
[58] N[C@@H](Cc1ccc(Br)cc1)C(=O)N1CCC(Nc2ccc3cnccc3c2)CC1
  -0.3 | 13 | 0.9 | -5
[59] O=C(Cc1ccc(Cl)cc1)N1CCC(n2nnc3cccnc32)CC1
  -0.1 | 3 | -0.6 | 1
[60] COc1ccc(OC)c(CNc2nc3ccccc3n2CCN2CCOCC2)c1
  0.1 | 2 | 0.6 | -2

Random excerpt: 6 entries already listed, in no set order.
Below each SMILES: FBW7 act | MITF inh | GPR151 ag | TEAD-YAP inh
[56] CCCCN(C)c1c(N2CCN(C(=O)OCC)CC2)c(=O)c1=O
  0.0 | 5 | 2.3 | -5
[59] O=C(Cc1ccc(Cl)cc1)N1CCC(n2nnc3cccnc32)CC1
  -0.1 | 3 | -0.6 | 1
[50] COc1ccc(-c2nn(-c3ccccc3)cc2C(=O)Nn2cnnc2)cc1[N+](=O)[O-]
  0.0 | 22 | -0.4 | 9
[57] CCCNC(=O)c1csc(Br)n1
  -0.1 | -6 | -1.3 | -5
[58] N[C@@H](Cc1ccc(Br)cc1)C(=O)N1CCC(Nc2ccc3cnccc3c2)CC1
  -0.3 | 13 | 0.9 | -5
[53] Cc1ncoc1C(=O)N1CCCC(CCC(=O)NCc2ccc(F)c(F)c2)C1 (stereo not drawn)
  -0.1 | -10 | -1.1 | -4

Carrying on:
Below each SMILES: FBW7 act | MITF inh | GPR151 ag | TEAD-YAP inh
[61] O=C(c1ccc(N2CCC(NCCc3cnccn3)CC2)cc1)N1CCc2ccccc2C1
  -0.1 | 8 | -1.1 | -5
[62] COc1ccc(Br)c(C(=O)OCC(=O)NC2CCCC(C)C2C)c1 (stereo not drawn)
  0.0 | 7 | 3.1 | -1
[63] Cc1ccc2oc(=O)c3cnn(CC(=O)NC4CCCCC4C)c3c2c1 (stereo not drawn)
  -0.2 | 11 | -0.3 | 3
[64] c1cc(Nc2cc(Nc3ccc(N4CCOCC4)cc3)ncn2)ncn1
  0.1 | -13 | 2.0 | 20
[65] Cc1ccc(NC(=O)CSc2nc(N)cc(N)n2)cc1Br
  0.0 | -4 | -1.0 | -6
[66] O=C(Nc1nc2c(ccc3ccccc32)s1)c1cc(-c2ccccc2)nc2ccccc12
  0.2 | -1 | 1.5 | -22
[67] Cc1ccc(C2=NC(C)(C)N=C2SCC(=O)Nc2ccccc2)cc1
  0.0 | 8 | 2.0 | 1
[68] CC(C)(C)NC(=O)NCC(c1ccco1)N1CCc2ccccc2C1 (stereo not drawn)
  0.1 | 10 | 0.4 | 1
[69] CCN(CC)S(=O)(=O)c1ccc(SC)cc1
  0.6 | -16 | 1.7 | 9
[70] O=C(/C=C/c1ccc(Cl)cc1Cl)NCc1cccnc1
  -0.1 | 6 | 0.1 | -17
[71] CN(CC(=O)N1CCCCCC1)S(=O)(=O)c1cc2c(cc1Cl)NC(=O)CO2
  0.2 | 15 | 1.6 | -4
[72] O=C(Nc1ccc(F)c(Cl)c1)c1cc(S(=O)(=O)NCc2ccc3c(c2)OCO3)ccc1F
  0.0 | 0 | 0.8 | 1
[73] CCS(=O)(=O)Nc1ccc(-c2nnc(SCC(=O)N3CCCCC3C)o2)cc1 (stereo not drawn)
  -0.1 | 7 | 0.4 | 4
[74] CC(C)c1c(O)nc(SCC(=O)NC2CCCCC2)[nH]c1=O
  -0.1 | 0 | -1.0 | 8
[75] O=C(NCC1COC2(CCCCC2)O1)C1(c2ccccc2)CCOCC1 (stereo not drawn)
  0.7 | 21 | 2.2 | 3
[76] CCCOc1ccc(C(=O)NCCC(=O)NCCCC(=O)OCC)cc1
  1.0 | 11 | 1.1 | -8
[77] C=CCc1ccccc1OCCOCCNCCCOC
  0.4 | 58* | -0.4 | 12
[78] NC(=O)c1ccc(NC(=O)Cn2c(C(F)(F)F)nc3ccccc32)cc1
  0.4 | 3 | -1.3 | 6
[79] O=C(O)Cn1c2c(c3ccccc31)CCC2
  -0.1 | 7 | -0.8 | 1
[80] O=C1C(=O)N(CC(=O)N2CCc3ccccc32)c2ccccc21
  -0.2 | -4 | -1.1 | -6
[81] COc1cc2cc(CN(CC3CCCO3)C(=O)c3ccncc3)c(=O)[nH]c2cc1OC (stereo not drawn)
  0.2 | 2 | 2.9 | 4
[82] CCCCN(CCCC)Cc1ccc2c(C(=O)OCC)c(NC(C)=O)sc2c1O
  0.1 | 12 | -1.4 | 11
[83] COCCCNC(=O)CN(c1cc(Cl)ccc1Cl)S(C)(=O)=O
  0.0 | 3 | 11* | -6
[84] O=[N+]([O-])c1ccc2c(c1)nc(CO)n2Cc1ccccc1
  0.0 | 10 | -0.4 | 4
[85] C=CCOC(=O)C1=C(C)NC2=C(C(=O)CC(C)(C)C2)C1c1cc(OC)c(OC)c(OC)c1 (stereo not drawn)
  0.0 | -6 | 1.1 | 7
[86] COc1cc(/C=C2/C(=N)N3N=C(C(F)(F)F)SC3=NC2=O)ccc1OCCOc1cc(C)cc(C)c1
  0.2 | 12 | 0.7 | 10
[87] Cc1cc(I)ccc1NC(=O)COC(=O)c1ccc(O)cc1
  0.0 | 5 | 3.2 | 16
[88] Cc1cccc(NC(=O)Cn2c(C)nc3sc(C)c(C)c3c2=O)c1
  0.0 | 9 | -0.5 | -10
[89] O=C(CNC(=O)C1CCCCC1)Nc1ccccc1Cl
  -0.1 | -5 | -0.1 | 1

Screens as filed in PubChem BioAssay.
